Source: PubChem
ABCB6 inh MLPCN: inhibitors of human ABC transporter ABCB6; Q9NP58; K562-ABCB6 porphyrin accumulation, flow cytometry, 1 h; stronger effect = lower value; fluorescence ratio to DMSO, % at 10 µM; 0.19% of 360,000 active; AID 602162;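 active = fluorescence ratio to DMSO below 75%, the collection mean minus 3 SD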;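 also: signal is porphyrin accumulated inside mitochondria; 100% equals median channel fluorescence of DMSO control wells; lower ratio means ABCB6 inhibition with less porphyrin fluorescence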
Exocytosis inh: lytic granule exocytosis inhibition; TALL-104 LAMP-1 surface exposure, flow cytometry; cells stimulated with thapsigargin and PMA; inhibition, % at 10 µM; 0.66% of 360,000 active; AID 651702;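 active = inhibition above about 55%, limit read from the data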
MC4R ag barr: agonists of human melanocortin 4 receptor (MC4R) beta-arrestin; P32245; U2OS MC4R beta-arrestin complementation, luminescence; percent of melanotan II response, DMSO zero; activation, % at 8.9 µM; 0.98% of 360,000 active; AID 540308;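 active = activation above a per-plate cutoff, the mean activation of sample wells on that plate plus 3 SD, cut at about 8% in these data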
Target sequence (P32245 whole entry, looked up): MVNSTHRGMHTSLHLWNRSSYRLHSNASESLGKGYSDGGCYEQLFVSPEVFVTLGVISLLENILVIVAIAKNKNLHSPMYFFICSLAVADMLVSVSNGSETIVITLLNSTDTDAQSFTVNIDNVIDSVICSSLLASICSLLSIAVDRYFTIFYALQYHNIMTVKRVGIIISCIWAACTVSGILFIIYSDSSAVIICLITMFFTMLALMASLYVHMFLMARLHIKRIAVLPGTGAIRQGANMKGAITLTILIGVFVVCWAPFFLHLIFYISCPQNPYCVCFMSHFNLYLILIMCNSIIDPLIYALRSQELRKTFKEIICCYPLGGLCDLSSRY
iPSC survival up: hiPSC single-cell survival enhancement; 0.044% of 360,000 active; AID 602274; survival enhancement, % at 20 µM; ATPlite luminescence; 100% = ROCK inhibitor wells, 0% = DMSO; in the data active = survival enhancement above about 18%;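 also: cells exposed to compounds for 16 hours before the ATP read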
N-glyco inh: N-linked glycosylation inhibition; D54 ERlucT glycosylation luciferase reporter, 24 h; percent of 100 nM tunicamycin response; reporter increase, % at 12.5 µM; 0.23% of 360,000 active;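 active = mean luciferase reporter signal, scaled so untreated is 0 and the glycosylation-blocking control 100, at or above a set limit in every replicate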;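 also: luciferase carries N-glycosylation sites so blocking glycosylation raises the light; 0% = median of neutral control wells and 100% = median of 100 nM tunicamycin wells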
MC4R antag cAMP: human MC4R antagonism in cAMP assay. P32245. MC4R-expressing cells, MTII-stimulated cAMP, LANCE TR-FRET. inhibition, % at 6.5 µM. 0.48% of 360,000 active;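 active = inhibition above its plate's cutoff, the mean of tested wells on that plate plus 3 SD, cut at about 29% in these data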;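 also: 0% = Melanotan II alone and 100% = Melanotan II plus saturating MCL0020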
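System: U2OS-MC4R stable cell line; Technique: Eu-cAMP/anti-cAMP TR-FRET, emission 671 nm; Repeats: single well per compound; Also added: Melanotan II; Dosing: one concentration, 6.5 µM nominal; Schedule: 30-min compound, 1-h challenge, 1-h detection, room temperature.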
m5-HT2A agonist: agonists of mouse serotonin 5-HT2A receptor (HTR2A). P35363. CHO-K1 mHTR2A beta-arrestin complementation, luminescence; percent of 30 µM serotonin response. activation, % at 7.6 µM. 0.66% of 360,000 active. AID 624169;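 active = activation above a run cutoff, the mean activation of all tested compounds plus 3 SD, cut at about 14% in these data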;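 also: 0% = plate median of compound wells and 100% = 30 µM serotonin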
Target sequence (P35363 whole entry, looked up): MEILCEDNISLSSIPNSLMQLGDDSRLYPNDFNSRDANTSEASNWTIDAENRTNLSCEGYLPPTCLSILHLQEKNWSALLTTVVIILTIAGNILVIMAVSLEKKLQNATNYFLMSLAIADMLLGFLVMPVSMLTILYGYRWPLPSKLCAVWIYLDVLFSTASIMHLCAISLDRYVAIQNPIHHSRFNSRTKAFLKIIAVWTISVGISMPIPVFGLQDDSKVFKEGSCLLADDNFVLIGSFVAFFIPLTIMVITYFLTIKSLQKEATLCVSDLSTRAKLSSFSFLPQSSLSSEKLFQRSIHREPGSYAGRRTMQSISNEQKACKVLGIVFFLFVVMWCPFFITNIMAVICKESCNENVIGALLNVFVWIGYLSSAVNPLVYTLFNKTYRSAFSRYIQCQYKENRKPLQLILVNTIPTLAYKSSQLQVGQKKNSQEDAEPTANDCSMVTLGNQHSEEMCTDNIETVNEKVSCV
aDG glyco up: increases alpha dystroglycan glycosylation. Pro5-aDG cells, alpha-DG glycosylation AlphaScreen (IIH6); 0% Pro5, 100% B10-LARGE cell signal. activation, % at 10 µM. AID 624168. 0.22% of 360,000 active;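 active = activation of at least 8% versus controls, or a plate z-score of at least 8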;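 also: Pro5 are CHO cells carrying HIG-tagged alpha-DG that lacks glycosylation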
ABHD5 PLIN5 PPI: ABHD5-PLIN5 protein interaction inhibition; Split G. princeps luciferase complementation, luminescence, 4 h; inhibition, % at 4 µM; 0.78% of 360,000 active;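 active = inhibition above the mean inhibition across every tested compound plus 3 SD, cut at about 22% in these data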;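 also: 0% = DMSO only wells and the 100% control is not disclosed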
Cardio protect: myocardial damage modulation in H9c2 cells; H9c2 cardiomyocytes, H2O2 injury protection, ATPLite, 2 h; protection from H2O2 cell death, % at 20 µM; 0.63% of 360,000 active; AID 588492;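 active = compounds giving at least 50% protection of heart cells from peroxide-induced death in the single-dose screen, raw or plate-pattern-corrected value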;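 also: 0% = DMSO wells with peroxide and 100% = DMSO wells without peroxide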
An asterisk follows results filed as active; / = not tested or not shown. The order is random; about 4.5% have a hit in one of these screens.

mol	ABCB6 inh MLPCN	Exocytosis inh	MC4R ag barr	iPSC survival up	N-glyco inh	MC4R antag cAMP	m5-HT2A agonist	aDG glyco up	ABHD5 PLIN5 PPI	Cardio protect
Cc1nc(=O)c(-c2ccccc2)c(C)n1Cc1ccccc1	98	1	-2.6	1.0	1	-3	-2	-0.1	7	8
CC(C)[C@@H](NC(=O)OC(C)(C)C)c1cc(C(=O)c2c(-c3ccccc3)[nH]c3ccccc23)c(N)s1	/	7	/	/	/	/	-6	0.2	18	/
CCC(C)(C(=O)Nc1ccccc1C)N(C(=O)CNC(C)=O)c1ccccc1C (stereo not drawn)	99	-6	0.9	1.0	1	18	2	-0.1	-6	2
O=C(OCC(=O)N1N=C(c2ccc(Cl)cc2)CC1c1ccco1)c1cncc(Br)c1 (stereo not drawn)	99	3	1.2	5.3	0	6	0	1.0	35*	-9
O=C(Nc1cc(Cl)ccc1O)C1CC(c2c(F)cccc2Cl)=NO1 (stereo not drawn)	111	14	0.3	-0.1	-1	14	-4	0.0	-2	-2
CC(C)CCNS(=O)(=O)c1cc2c3c(c1)CCN3C(=O)CC2	95	-3	-2.5	-0.4	1	4	3	0.1	6	7
COc1ccccc1NC(=O)Cn1cnc2sc(C(=O)Nc3ccc(OC)c(OC)c3)c(C)c2c1=O	96	-2	-0.3	0.2	-3	2	0	0.5	-9	15
O=C(/C=C/Nc1ccccc1Oc1ccccc1)c1ccco1	100	0	-0.8	0.2	-2	-3	-4	-0.3	-2	-9
CCCCNC(=O)Cn1nc(C)c(S(=O)(=O)N2CCOCC2)c1C	99	-2	-1.9	0.2	2	11	-2	-0.1	-3	6
C=CCN1CC(c2nc3ccccc3n2Cc2cccc3ccccc23)CC1=O (stereo not drawn)	96	0	1.1	-0.1	-3	8	-5	0.3	10	-4
O=C(NCc1cn2ccccc2n1)c1ccc(Br)o1	107	-3	2.9	-3.5	0	-2	7	-0.3	10	15
Cc1cc2c(c(N3CCOCC3)n1)C(=O)OC2	91	-3	3.1	0.0	1	1	7	-0.1	4	3
Cc1c(CNC(=O)c2cnn3c2NC(c2ccccc2)CC3C(F)(F)F)cnn1C (stereo not drawn)	103	3	-1.7	-2.2	4	25	-1	-0.3	-1	2
O=C(CSc1nnc(NC(=O)C2CC(=O)N(c3ccccc3)C2)s1)NCC1CCCO1 (stereo not drawn)	99	-8	-2.3	-0.4	-1	10	0	-0.5	-4	0
COc1ccc(-n2cccc2C=O)cc1OC	101	0	-0.6	2.2	0	8	0	0.3	0	-2
Cc1cc(C)nc(N/N=C/c2cn[nH]c2-c2ccc(F)cc2)n1	99	-11	-1.5	-0.5	-1	-7	0	0.0	-7	2
CCc1ccc(NC(=O)c2cc(-c3ccc4c(c3)OCO4)on2)cc1	95	3	-3.3	0.3	-1	4	-2	0.4	-6	7
CC1CCN(c2ccc(/C=C(\C#N)c3nn(-c4ccccc4)c(N)c3C#N)cc2[N+](=O)[O-])CC1	104	-4	-0.6	0.4	-9	4	-2	-0.3	-3	1
Cc1ccc(OCC(=O)NNC(=O)C(=O)NC(C)(C)C)cc1	101	3	-1.6	0.3	1	3	5	-0.1	3	-3
CC(=O)c1sc(N/N=C/c2cccc([N+](=O)[O-])c2)nc1C	97	8	-1.9	-0.2	3	4	7	0.1	1	9
CC(C)COC(=O)c1ccc2c(c1O)C(=O)c1ccccc1C2=O	145	-1	-1.0	-1.2	-6	5	-3	1.2	6	-10
CC(C)n1nccc1NC(=O)Nc1ccccc1	97	-7	2.3	-0.1	3	4	-9	0.0	-12	-1
O=C(CSc1nnc(-c2ccc(F)cc2)c2ccccc12)Nc1c(F)cccc1F	101	0	2.6	-1.9	1	2	-3	0.1	6	1
CCOC(=O)CC(=O)CSc1[nH]c(=O)cc(C)c1C#N	92	3	-2.0	3.3	1	1	0	-0.3	-1	-1
CCn1c(SCC(=O)n2c(C)c(C)c3ccccc32)nnc1-c1ccco1	73*	2	1.5	-0.7	-1	5	0	1.0	5	-2
Cc1ccc(S(=O)(=O)N2CCC(C(=O)Nc3ccc(S(=O)(=O)N4CCCC4)cc3)CC2)cc1C	99	-1	-1.8	0.4	-4	16	5	0.1	-1	-5
O=C(NCCCN1CCOCC1)c1ccc(Br)cc1	100	3	-1.6	3.1	-1	-1	-1	-0.2	1	0
NC(=O)CCC(NS(=O)(=O)c1ccc(Cl)cc1)C(=O)NCc1ccccc1Cl (stereo not drawn)	101	-2	2.3	2.2	-3	-3	-5	-0.4	15	8
Cc1cc(C(O)c2ncc(-c3ccccc3C)[nH]2)ccc1F (stereo not drawn)	103	5	6.4	-1.2	2	2	3	0.1	0	-1
Cc1cc(C)nc(SCC(=O)N/N=C/c2cccn2-c2cccc(C(F)(F)F)c2)n1	91	14	-0.4	1.4	-2	-1	-1	0.2	1	2
OC[C@@H]1CCCN1Cc1cn(-c2ccccc2)nc1-c1ccc2c(c1)OCO2	92	-3	4.2	-0.6	0	-10	-5	0.1	13	-13
C=CCc1cc(Cl)ccc1OCCCn1ccnc1	99	2	0.7	0.4	1	1	-3	0.2	6	-3
CCc1ccccc1NC(=O)CN(C)C(=O)CSc1nnc(Nc2cccc(C)c2)s1	99	-3	-1.1	-0.5	-2	8	-4	-0.1	-7	8
CC1CC(C)CN(C(=O)CSc2nnc(N)s2)C1 (stereo not drawn)	96	10	-2.5	-0.3	2	0	5	0.6	1	-1
Cc1cc(OCC(=O)NC2CC2)c2c(C)cc(=O)oc2c1	96	-6	-1.6	-0.1	3	-2	3	0.0	6	1
Cc1nn(-c2cc(C(F)(F)F)ccn2)c(=O)o1	98	-7	0.4	-0.2	2	0	9	-0.1	3	14
COc1ccc(C(C(=O)NC(C)(C)C)N(C(=O)CCC(=O)Nc2cc(C)on2)c2ccc(C)c(C)c2)cc1 (stereo not drawn)	95	16	0.8	0.0	-1	-5	2	-0.1	-3	2
O=C(O)c1ccc(S(=O)(=O)c2ccccc2)cc1	98	-2	-0.6	-0.6	2	13	8	-0.1	7	10
COCCn1c(SCC#N)nnc1-c1ccccc1	99	-1	-1.8	-3.4	2	3	0	-0.1	5	-4
COc1ccc(OC)c(C(C(=O)NCc2ccco2)N(C(=O)Cn2nnc3ccccc32)C2CC2)c1 (stereo not drawn)	89	-2	0.7	-1.7	3	10	0	0.1	6	8
C=CCSc1nc(C)c(CCCC)c(=O)[nH]1	92	0	1.9	-1.6	0	2	7	0.1	9	-12
COc1ccc(NC(=O)c2ccccc2C)c(OC)c1	96	0	1.3	0.4	3	6	5	-0.1	2	10
O=C(Nc1cccnc1)C1Cc2c(-c3ccco3)ccnc2O1 (stereo not drawn)	74*	-2	-0.2	-0.7	1	2	1	0.0	5	22
O=C(Nc1cnc2ccccc2c1)N1CCOCC1	95	1	0.3	4.7	-1	4	2	0.1	-4	-7
Cc1ccccc1NC(=O)CCN1CCN(C)CC1	97	4	-1.3	0.6	-1	18	-5	0.0	1	7
CCc1nnc(NC(=O)C23CC4CC(CC(C4)C2)C3)s1	98	-17	-1.5	-0.6	0	12	6	0.2	-3	-1
CC(C)(C)c1ccc(N=C2SCC(=O)N2Cc2cccs2)cc1	98	-5	-2.5	0.5	-1	5	2	0.1	-2	2
Cc1ccc(/C=C2\SC(=S)N(CCC(=O)NCCCN3CCOCC3)C2=O)cc1	94	44	-0.9	0.8	-2	-8	-8	0.2	-4	-13
Cc1ccc(C(=O)NCC(=O)OCn2nnc3ccccc3c2=O)cc1	98	-14	-0.5	-2.0	-1	27	10	0.2	-2	-5
NC(=O)c1ncc(C(F)(F)F)cc1Oc1cccc(F)c1	97	-9	0.0	-0.3	2	-1	2	0.4	-1	9
N#CCCn1cc(/C=C2\NC(=S)N(c3ccccc3)C2=O)c(-c2ccc(F)cc2)n1	96	-1	0.7	0.1	3	9	-3	-0.1	5	-6
Clc1ccc(-c2nnc3c4ccccc4nc(N4CCOCC4)n23)cc1Cl	94	-1	-1.5	-2.2	-1	12	1	-0.1	2	2
O=C(NCc1ccccc1)c1nc(-c2c(F)cccc2F)oc1-c1ccccc1	/	-2	/	/	/	/	-4	0.0	-9	/
COc1ccc(-n2c(SCC(=O)NCc3cccs3)nc3[nH]ncc3c2=O)cc1	95	-2	-3.5	-1.5	0	4	3	-0.3	0	-6
O=C(Nc1ccccc1N1CCOCC1)c1ccc2nc[nH]c2c1	95	-2	-1.0	0.1	27*	-4	2	-0.1	-7	3
CCOC(=O)/C(=C/c1ccc(F)cc1)NC(C)=O	91	-1	-3.0	-1.1	3	-6	3	-0.3	5	-2
Cc1ccc2sc(NC(=O)CN3C(=O)CCC3=O)nc2c1C	100	0	0.9	-0.8	0	-5	0	-0.1	0	12
CO[C@H]1CN(C)C(=O)c2cc(NC(=O)c3ccccc3)ccc2OC[C@H](C)NC[C@@H]1C	/	-3	/	/	/	/	-3	0.1	-8	/
CC(C)(C)OC(=O)N1CCN(C(=O)c2ncn3c2c(=O)[nH]c2ccccc23)CC1	99	1	0.0	0.2	0	3	-2	-0.2	1	10
Cc1[nH]c2ccccc2c1/C=N/Nc1cccc(C(=O)O)c1	96	6	-0.5	-0.7	-4	-7	1	-0.1	-2	4

(cont.)
mol	ABCB6 inh MLPCN	Exocytosis inh	MC4R ag barr	iPSC survival up	N-glyco inh	MC4R antag cAMP	m5-HT2A agonist	aDG glyco up	ABHD5 PLIN5 PPI	Cardio protect
CC1(C)OC(=O)C(=CNc2ccccc2)C(=O)O1	100	0	0.8	-1.5	1	1	9	0.0	3	2
CC(C)c1ccc(C2(C)NC(=O)N(CC(=O)NCC3COc4ccccc4O3)C2=O)cc1 (stereo not drawn)	100	-6	-3.2	-0.3	1	-4	-2	0.3	-3	-6
COc1ccc2[nH]cc(C(=O)CN3CC(C)CC(C)C3)c2c1 (stereo not drawn)	97	17	3.5	0.4	-3	17	5	-0.1	-3	6
CCCN1CCC(NC(=S)Nc2ccc([N+](=O)[O-])cc2)CC1	103	86*	-2.1	-0.9	-2	2	0	0.4	-1	1
COc1ccc(-c2ccc(C(=O)NCC3CCOCC3)c3occc23)c(C)c1	100	4	-0.6	2.6	-3	16	2	1.8	5	-8
Cc1ccc2ccc(C(Nc3ccccc3)c3ccc(F)cc3)c(O)c2n1 (stereo not drawn)	/	10	/	/	/	/	-6	1.1	-14	/
COc1cc(NC(=O)CN2C(=O)COc3ccccc32)cc(OC)c1	99	-2	0.7	-0.6	2	18	1	-0.1	1	-4
O=C1c2cccnc2Oc2ccc(Cl)cc2N1Cc1ccc(F)cc1	95	0	-0.6	-0.4	-5	19	-4	0.5	-3	63*
